TRPM1 prom inh: MITF TRPM1 promoter inhibition in SK-MEL-5 cells. SK-MEL-5 TRPM1 promoter luciferase, 24 h. inhibition, % at 12.5 µM. 330,000 compounds, 0.83% hits;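 active = mean inhibition across replicates of 60% or more, whatever share of single replicates reaches that level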; also: values of inactives mirror those of a sister screen read the other way
NR2E3 ag-1: agonists of human NR2E3 nuclear receptor | AID 602229 | Q9Y5X4 | inhibition of corepressor binding, % at 3.98 µM | CHO-S Gal4-NCOR/VP16-NR2E3 two-hybrid, luciferase | 360,000 compounds, 0.35% hits;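 active = inhibition above the mean of all tested compounds plus 3 SD, cut at about 70% in these data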;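 also: 0% = DMSO with NR2E3 transfected cells and 100% = cells lacking NR2E3 construct; higher means lower luciferase signal from less NR2E3 corepressor binding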
Target sequence (Q9Y5X4 whole entry, looked up, the tested form may be a part): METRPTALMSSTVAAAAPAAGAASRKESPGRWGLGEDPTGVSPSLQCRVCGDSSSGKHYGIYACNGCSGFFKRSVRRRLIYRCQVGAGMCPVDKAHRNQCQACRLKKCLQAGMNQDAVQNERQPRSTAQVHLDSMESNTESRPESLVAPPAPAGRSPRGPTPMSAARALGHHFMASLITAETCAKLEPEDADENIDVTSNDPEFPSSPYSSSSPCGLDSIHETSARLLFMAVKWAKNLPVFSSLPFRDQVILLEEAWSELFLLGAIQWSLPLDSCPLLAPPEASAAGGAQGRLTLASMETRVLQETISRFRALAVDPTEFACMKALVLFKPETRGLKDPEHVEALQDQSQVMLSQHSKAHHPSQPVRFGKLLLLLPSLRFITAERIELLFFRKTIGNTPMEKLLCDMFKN
CaV13 FRET inh: Disruptors of the CACNA1D IQ motif to Ca2+-dependent inactivation inhibitor domain association, primary screening, Förster resonance energy transfer in intact living …; inhibition, % at 12.3 µM; HEK cells, CFP/YFP FRET ICDI-IQ, plate reader, 10 min; percent FRET-ratio fall versus neutral wells; 340,000 compounds, 0.098% hits;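 active = mean replicate inhibition of at least 30% and at least 1% of replicates passing that level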;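 also: 0% = median of the neutral control wells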
Vif imaging: inhibitors of HIV Vif; HEK293T cells, Vif self-association by quenched fluorescence, imaging, 24 h; 340,000 compounds, 0.35% hits; inhibition, % at 7.49 µM; AID 602346; in the data active = inhibition above about 50%, passing the limit was not always enough; also: some results filed as inactive read as strong as hits
Peg3 promoter: reduces Peg3 promoter-driven luciferase expression in HeLa. inhibition, % at 20 µM. AID 588405. 360,000 compounds, 1.7% hits. HeLa PEG-Prom luciferase reporter, luminescence, overnight;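 active = inhibition of at least 50% at 20 µM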
NR2E3 ag-2: agonists of human nuclear receptor NR2E3; GST-NR2E3/biotin-RetCOR TR-FRET, 1536-well; inhibition of corepressor binding, % at 4.78 µM; 320,000 compounds, 0.12% hits; AID 2300;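 active = percent inhibition above the cutoff of mean plus 3 SD of all tested compounds, set per screening campaign, cut at about 20% in these data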;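 also: 0% = DMSO wells and 100% = biotin wells as full block of FRET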
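Material: NR2E3–RetCOR corepressor complex / Incubation: Compound–protein incubation for 5 h at 4 °C / Dosing: compound at 4.8 µM, single dose / Detection: time-resolved FRET / Benchmarks: high control biotin, low control 0.6% DMSO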
HIF-2a block: inhibitors of HIF-2a; inhibition, % at 18.8 µM; 786-0 RCC cells HIF-2a reporter, luciferase luminescence, overnight; 360,000 compounds, 0.72% hits; AID 624352;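 active = inhibition of the luminescence signal of 40% or more relative to plate controls, in a single-dose primary screen at 18.75 µM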
KKLEB tox: CF airway cell cytotoxicity counter-screen; KKLEB CF airway cells viability, ATPlite luminescence, overnight; active compounds read low; cells stimulated with P. aeruginosa culture filtrate; activity change (cytotoxicity), % at 5 µM; 360,000 compounds, 0.36% hits; AID 602141;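 active = corrected activity change at or below -50% at 5 µM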
Shn3 inh set2: reduces Shn3 3'UTR luciferase signal in osteoblasts; Clone20 osteoblast Shn3 3'UTR firefly luciferase, 24 h; inhibition, % at 12.5 µM; 360,000 compounds, 0.52% hits; AID 588674;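 active = mean inhibition of at least 75% with every replicate also reaching 75%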;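 also: 0% = median of neutral control wells and 100% = pilot-screen positive control compound; some compounds past the cut are filed as inactive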
CF NFkB inh: inhibitors of cystic fibrosis induced NF-kB. 360,000 compounds, 0.86% hits. AID 588850. inhibition, % at 5 µM. KKLEB NF-kB-GFP reporter, PAF-induced, GFP fluorescence overnight;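 active = at least 50% inhibition at 5 µM, scaled per plate between neutral and stimulator controls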;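 also: PAF is a Pseudomonas aeruginosa culture filtrate used as stimulus; plate controls were PAF-stimulated DMSO wells for no effect and unstimulated DMSO wells for full effect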
PDI inh: inhibitors of human protein disulfide isomerase. P07237. PDI insulin aggregation turbidity, A650, 90 min. AID 588391. inhibition, % at 10 µM. 350,000 compounds, 0.052% hits;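 active = mean inhibition across replicates of 30% or more, whatever share of single replicates reach that level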;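 also: absorbance from insulin aggregation driven by PDI reduction with DTT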
Target sequence (P07237 whole entry, looked up): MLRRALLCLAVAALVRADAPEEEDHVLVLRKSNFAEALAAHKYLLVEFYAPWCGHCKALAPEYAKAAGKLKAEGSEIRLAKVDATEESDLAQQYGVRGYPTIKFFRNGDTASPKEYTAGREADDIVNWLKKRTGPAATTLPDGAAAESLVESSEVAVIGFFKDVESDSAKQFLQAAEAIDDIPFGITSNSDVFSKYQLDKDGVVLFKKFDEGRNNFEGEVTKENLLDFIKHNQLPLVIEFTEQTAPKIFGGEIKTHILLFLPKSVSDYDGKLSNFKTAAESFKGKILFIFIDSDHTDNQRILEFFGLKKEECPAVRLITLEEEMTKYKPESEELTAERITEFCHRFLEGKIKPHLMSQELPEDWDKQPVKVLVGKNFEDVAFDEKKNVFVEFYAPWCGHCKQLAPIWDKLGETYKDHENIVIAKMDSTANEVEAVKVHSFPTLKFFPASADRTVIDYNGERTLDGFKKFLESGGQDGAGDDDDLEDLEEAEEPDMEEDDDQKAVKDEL
Active calls of the source: *; · = not tested or not shown; & = joins results of further samples.

SMILES | TRPM1 prom inh | NR2E3 ag-1 | CaV13 FRET inh | Vif imaging | Peg3 promoter | NR2E3 ag-2 | HIF-2a block | KKLEB tox | Shn3 inh set2 | CF NFkB inh | PDI inh
CC(=O)c1c(Nc2ccc3c(c2)OCCO3)oc(C)cc1=O | 40 | -49 | -2 | 33 | -69 | -3 | -50 | 5 | 35 | -22 | ·
COc1ccc(C)cc1NC(=O)CN(C)S(=O)(=O)c1cc(C)ccc1OC | -5 | 17 | -5 | 1 | 26 | -1 | 17 | -6 | 15 | 5 | 1
COc1cc(C(=O)NCCC(c2ccccc2)c2ccccc2)cc(OC)c1OC | 6 | -6 | -3 | 3 | 28 | 2 | 16 | 0 | -17 | -10 | 2
CN1C(=O)c2ccccc2Sc2ccc(NC(=O)NC3CC3)cc21 | 12 | 7 | -5 | 2 | 20 | 1 | 1 | -21 | -2 | 3 | -6
CCN(C(=S)NC(=O)C1CC1)c1ccccc1 | 1 | -3 | -6 | -36 | 3 | 0 | 3 | -29 | -3 | 13 | -3
CC(C)[C@H]1COCCS(=O)(=O)N1Cc1ccccc1-c1cccc(Cl)c1 | -8 | 12 | -9 | -1 | 15 | · | 1 | 6 | 7 | 11 | 21
CC(C)S(=O)(=O)C/C(N)=N/OC(=O)c1cc(Cl)cc(Cl)c1 | 0 | -16 | -4 | · | 1 | 0 | 5 | 1 | 6 | 9 | 0
CC(C)N(Cc1ccccc1)C(=O)COC(=O)C1CCCCC1 | -13 | -32 | -5 | 0 | -4 | · | 7 | 5 | -2 | -5 | -5
CC[n+]1c(-c2ccccc2)csc1Nc1c(C)n(C)n(-c2ccccc2)c1=O | 24 | -12 | 1 | -6 | 5 | 1 | 7 | 6 | -3 | -23 | 0
CC(=Nc1ccc2c(c1)nc(CO)n2C)C1=C(O)CC(C)(C)CC1=O | -7 | 7 | -13 | 16 | 0 | 6 | -31 | -3 | -5 | 4 | 1
CCOc1ccc(NC(=O)C2CC(=O)N(C)C(=Nc3ccc4c(c3)OCO4)S2)cc1 (configuration not stated) | -2 | 19 | -8 | -2 | 9 | 3 | -9 | 6 | 15 | -7 | 0
O=C(NC(=S)Nc1c(Cl)cc(Cl)cc1Cl)c1ccccc1 | · | -39 | -6 | · | -109 | · | -198 | -2 | -15 | -16 | -12
Cc1ccccc1OCC(=O)NNC(=O)c1cc(S(=O)(=O)N(C)C)ccc1N1CCCC1 | -4 | -25 | -3 | 4 | -10 | 2 | 14 | -6 | -2 | 7 | -7
Cc1ccc(-c2nc(SCC(N)=O)c(C#N)c3c2CCCC3)cc1 | 9 | 21 | -3 | -4 | 22 | -4 | 14 | 6 | -1 | 1 | -5
CC(=O)c1cc2c(cc1N/C(=N/S(=O)(=O)c1ccc(C)cc1)c1ccccc1)OCO2 | 21 | 8 | -5 | -1 | 21 | 3 | 20 | 2 | -10 | 10 | -7
O=C(Nc1cccnc1)c1cccc(S(=O)(=O)Nc2ccccc2F)c1 | 6 | 12 | -7 | -1 | 1 | · | 4 | 2 | -8 | -40 | -4
Cc1ccc(SCc2cc(=O)n3[nH]c(C)nc3n2)cc1 | -2 | -8 | 0 | 4 | 4 | -3 | 9 | 5 | 4 | -1 | -5
COc1ccc(Cc2nnc(NC(=O)Nc3ccc(F)cc3)s2)cc1OC | 0 | -24 | -3 | 15 | 10 | 0 | 17 | -1 | 20 | 25 | 10
O=C(NCc1ccco1)c1cnc2sccn2c1=O | -11 | -32 | -7 | 1 | -12 | 9 | -9 | -2 | -1 | 2 | -13
CC1CCCC(C)N1C(=O)COC(=O)c1ccc(Br)o1 (configuration not stated) | -18 | 0 | -1 | -3 | -27 | · | 6 | -10 | -13 | -19 | -4
CC(Oc1ccccc1)C(=O)N=Nc1c(O)[nH]c2ccc(Br)cc12 (configuration not stated) | 14 | 8 | -1 | -11 | 8 | -1 | 18 | 2 | -7 | -3 | 0
CCN(CC)C(=O)Cn1c(=O)n(-c2ccccc2)c(=O)c2c3c(sc21)CCC3 | 3 | -10 | -3 | -1 | 5 | 4 | 16 | 4 | -1 | -14 | 0
C[C@H](NC(=O)[C@H]1N2C(=O)c3ccccc3C2SC1(C)C)C(=O)N1CCCCC1 (some centres not stated) | 9 | -15 | 0 | 19 | 8 | -6 | -9 | 0 | 7 | 7 | 4
Cc1ccnc(NC(=O)CNC(=O)Cc2cccc3ccccc23)c1 | -16 | -34 | -6 | -3 | -200 | -1 | -182 | 14 | -78 | 6 | -8
Cc1sc(NC(=O)CS(=O)(=O)c2ccccc2)c(C(N)=O)c1C | -35 | -39 | -6 | 12 | -103 | 2 | -134 | 1 | -34 | 6 | -2
COc1ccc2oc(=O)c(C(=O)Nc3ccccc3-c3ccccc3)cc2c1 | -10 | -23 | -9 | -2&-3 | 9 | · | -81 | -8 | -7&4 | -5 | 6
Cc1ccc(N2CC(NS(=O)(=O)c3cccnc3)CC2=O)cc1 (configuration not stated) | 3 | 0 | -6 | 7 | 3 | 5 | 10 | 9 | -5 | -14 | 12
COc1cc2c(cc1OC)CN(c1nc(CN3CCOCC3)nc3sc4c(c13)CCCC4)CC2 | 9 | 1 | -5 | 1 | 22 | 1 | 26 | -5 | 34 | -13 | 2
Cc1ccc(N2CC(C(=O)Nc3cc(Cl)ccc3-n3cncn3)CC2=O)cc1 (configuration not stated) | 14 | -30 | -6 | -11 | 18 | -2 | 21 | 4 | 6 | -4 | -3
O=C(Nc1ccccc1)c1cc(C2CCCCN2C(=O)c2ccc3c(c2)CCO3)on1 (configuration not stated) | · | 13 | -5 | -2 | -3 | · | -5 | 9 | 8 | -16 | -2
O=C(NNC(=O)C1CCC1)c1ccccc1 | · | -20 | -3 | -1 | -9 | 3 | -1 | 9 | 8 | 3 | -7
COc1ccc(C(C)(C)C)cc1NC(=O)CCN1C(=O)NC(C)(C)C1=O | -2 | 9 | -7 | -18 | 3 | · | 1 | 4 | 7 | 18 | 2
CC(=O)CNc1ccc(S(=O)(=O)N/N=C/c2ccccc2)cc1 | 1 | 1 | -5 | 2 | 6 | -2 | 22 | 2 | 9 | -21 | 11
COC(=O)C1(CCSC)NC(c2ccc(O)c(OC)c2)C2C(=O)N(c3ccc(C)cc3)C(=O)C21 (configuration not stated) | 6 | -6 | 1 | -7 | 10 | -3 | -6 | 0 | 11 | -4 | 4
Cc1cccc(/C=N/n2c(C)cc(C)c(C#N)c2=O)c1 | -6 | 11 | -5 | -5 | -1 | 4 | 7 | 4 | 7 | -3 | -1
Cc1c(C(=O)N2CCCC2)c(S(=O)(=O)Nc2ccccc2)c(C)n1C | 5 | -9 | -2 | 1 | -14 | 0 | 5 | -18 | -19 | 16 | -5
COCC(=O)Nc1cc(C)cn(Cc2cccc(C(F)(F)F)c2)c1=O | -10 | 8 | -20 | 2 | 7 | -1 | 19 | -2 | 3 | 4 | 1
S=C1NCN(CCc2ccccc2)CN1 | -2 | -45 | -20 | 2 | 6 | 2 | 16 | -2 | -5 | -2 | 12
Cc1ccc(S(=O)(=O)Nc2cc3c4c(c2)CCN4C(=O)CC3)cc1 | -5 | 46 | -5 | 16 | -52 | 6 | -44 | -3 | 2 | -13 | -2
O=C(CN1CCN(c2ccccn2)CC1)N1c2ccccc2Sc2ccc(C(F)(F)F)cc21 | -14 | 26 | -6 | -3 | 22 | 4 | 10 | -3 | 26 | 21 | 1
Cc1nc(NC(=O)c2c(-c3ccccc3)noc2C)sc1C(=O)N(C)C | -1 | -5 | -5 | -6 | -6 | · | 19 | 18 | -1 | -2 | -15
O=C(COC(=O)c1ccc([N+](=O)[O-])o1)Nc1ccc(N2CCOCC2)cc1 | 12 | 27 | -14 | -10 | 1 | · | 6 | -10 | -9 | 39 | 23
O=C(O)c1ccc(Nc2nc3c(s2)CCCC3)cc1 | 64* | -57 | -10 | 0 | 67* | -3 | 46* | -1 | 28 | -1 | 4
CC1=NN(C(=O)CCc2ccccc2)C(O)(c2ccncc2)C1 (configuration not stated) | 8 | 15 | 0 | 1 | -4 | 1 | 4 | 6 | -5 | -2 | -8
O=C(O)c1cnn(-c2nc(-c3cccc(F)c3)cs2)c1C(F)(F)F | 9 | -15 | 5 | 2 | -23 | 4 | -13 | -2 | -9 | -4 | 10
COc1ccc(N2CCN(C(=O)Cc3cccs3)CC2)cc1 | -1 | -1 | · | -9 | -2 | 2 | -6 | -27 | 22 | -3 | -3
Cc1[nH]c(C)c(S(=O)(=O)N2CCC(C)CC2)c1C(=O)N1CCCC1 | 0 | 7 | -7 | -2 | -17 | -3 | 6 | -11 | -15 | -14 | -2
CCOc1ccc(NC(=O)c2cc3cc4ccc(OC)cc4nc3o2)cc1 | 0 | 2 | -4 | -9 | -5 | 1 | -1 | -8 | 1 | -22 | -8
CCOCCCn1c(=N)c(C(N)=S)cc2c(=O)n3cccc(C)c3nc21 | -1 | -15 | · | 18 | 15 | 1 | -8 | 0 | -2 | -52 | 12
COC(=O)c1ccccc1S(=O)(=O)N1CCC(C(=O)NC2=NCCS2)CC1 | 4 | 15 | -17 | -35 | 2 | 4 | -4 | 12 | 4 | -4 | 4
COc1ccc(CCN(C)C2CCCN(C(=O)Cn3cnnn3)C2)cc1OC (configuration not stated) | 3 | 3 | -3 | 1 | -11 | 1 | -29 | 2 | 2 | 7 | -8
CCOc1ccc(NC(=O)C2CCCN(c3c(CC)c(C)nc4ncnn34)C2)cc1 (configuration not stated) | 30 | 8 | -5 | 8 | -6 | 5 | 7 | 3 | 30 | -18 | 0
C=CCSc1nnc(-c2cccnc2)o1 | -25 | -9 | -6 | 8 | -62 | 1 | -47 | -1 | -16 | -2 | -6
CCc1nc2sc3c(c2c(=O)n1CCO)CCC3 | 9 | -22 | 7 | -2 | 11 | 2 | 4 | 6 | 10 | 10 | 2
Cc1ccc(CNS(=O)(=O)c2c(N)n(C)c(=O)n(C)c2=O)cc1 | -1 | 10 | · | 1 | 14 | 5 | 9 | -3 | 3 | 1 | 5
CC1CCN(C(=O)COC(=O)c2nn(C)c(=O)c3ccccc23)CC1 | 8 | 8 | -8 | 9 | -3 | -2 | 14 | -3 | 17 | 5 | -1
Cc1cccc(OCC(O)Cn2c(=N)n(CCN3CCCCC3)c3ccccc32)c1 (configuration not stated) | 79* | -8 | -5 | 9 | 95* | -1 | 25 | -14 | 64 | 14 | -1

Ordered by the number under Vif imaging (rising): 3 from the list above.
SMILES | TRPM1 prom inh | NR2E3 ag-1 | CaV13 FRET inh | Vif imaging | Peg3 promoter | NR2E3 ag-2 | HIF-2a block | Shn3 inh set2 | CF NFkB inh | PDI inh
CCOc1ccc(NC(=O)c2cc3cc4ccc(OC)cc4nc3o2)cc1 | 0 | 2 | -4 | -9 | -5 | 1 | -1 | 1 | -22 | -8
O=C(O)c1ccc(Nc2nc3c(s2)CCCC3)cc1 | 64* | -57 | -10 | 0 | 67* | -3 | 46* | 28 | -1 | 4
CCOCCCn1c(=N)c(C(N)=S)cc2c(=O)n3cccc(C)c3nc21 | -1 | -15 | · | 18 | 15 | 1 | -8 | -2 | -52 | 12
